Source: PubChem BioAssay (several laboratories)
Rv3671c inh – Rv3671c (M. tuberculosis) protease inhibition | AID 2606 | 0.048% of 320,000 active | inhibition, % at 5.96 µM; in the data active = inhibition above about 38%;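 note: extracellular domain of Rv3671c used as enzyme; 0% = enzyme with DMSO and 100% = no enzyme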
MazF activator – activators of E. coli MazEF toxin-antitoxin RNase; FAM/BHQ RNA-DNA oligo cleavage fluorescence, 5 h; activation, % at 20 µM; 0.32% of 350,000 active; AID 504720; in the data active = activation above about 50%
SARS 3CLpro inh – SARS-CoV 3CLpro protease inhibition; AID 1706; P0C6X7; inhibition, % at 6 µM; recombinant SARS-CoV 3CLpro, quenched FRET peptide cleavage; 0.14% of 290,000 active; in the data active = inhibition above about 12%
TcdB inh – inhibitors of Clostridioides difficile toxin B glycohydrolase; TcdB glycohydrolase enzymatic assay, plate reader; AID 652162; inhibition, % at 9.99 µM; P18177; 0.24% of 350,000 active; in the data active = inhibition above about 10%
Target sequence (P18177 whole entry, looked up): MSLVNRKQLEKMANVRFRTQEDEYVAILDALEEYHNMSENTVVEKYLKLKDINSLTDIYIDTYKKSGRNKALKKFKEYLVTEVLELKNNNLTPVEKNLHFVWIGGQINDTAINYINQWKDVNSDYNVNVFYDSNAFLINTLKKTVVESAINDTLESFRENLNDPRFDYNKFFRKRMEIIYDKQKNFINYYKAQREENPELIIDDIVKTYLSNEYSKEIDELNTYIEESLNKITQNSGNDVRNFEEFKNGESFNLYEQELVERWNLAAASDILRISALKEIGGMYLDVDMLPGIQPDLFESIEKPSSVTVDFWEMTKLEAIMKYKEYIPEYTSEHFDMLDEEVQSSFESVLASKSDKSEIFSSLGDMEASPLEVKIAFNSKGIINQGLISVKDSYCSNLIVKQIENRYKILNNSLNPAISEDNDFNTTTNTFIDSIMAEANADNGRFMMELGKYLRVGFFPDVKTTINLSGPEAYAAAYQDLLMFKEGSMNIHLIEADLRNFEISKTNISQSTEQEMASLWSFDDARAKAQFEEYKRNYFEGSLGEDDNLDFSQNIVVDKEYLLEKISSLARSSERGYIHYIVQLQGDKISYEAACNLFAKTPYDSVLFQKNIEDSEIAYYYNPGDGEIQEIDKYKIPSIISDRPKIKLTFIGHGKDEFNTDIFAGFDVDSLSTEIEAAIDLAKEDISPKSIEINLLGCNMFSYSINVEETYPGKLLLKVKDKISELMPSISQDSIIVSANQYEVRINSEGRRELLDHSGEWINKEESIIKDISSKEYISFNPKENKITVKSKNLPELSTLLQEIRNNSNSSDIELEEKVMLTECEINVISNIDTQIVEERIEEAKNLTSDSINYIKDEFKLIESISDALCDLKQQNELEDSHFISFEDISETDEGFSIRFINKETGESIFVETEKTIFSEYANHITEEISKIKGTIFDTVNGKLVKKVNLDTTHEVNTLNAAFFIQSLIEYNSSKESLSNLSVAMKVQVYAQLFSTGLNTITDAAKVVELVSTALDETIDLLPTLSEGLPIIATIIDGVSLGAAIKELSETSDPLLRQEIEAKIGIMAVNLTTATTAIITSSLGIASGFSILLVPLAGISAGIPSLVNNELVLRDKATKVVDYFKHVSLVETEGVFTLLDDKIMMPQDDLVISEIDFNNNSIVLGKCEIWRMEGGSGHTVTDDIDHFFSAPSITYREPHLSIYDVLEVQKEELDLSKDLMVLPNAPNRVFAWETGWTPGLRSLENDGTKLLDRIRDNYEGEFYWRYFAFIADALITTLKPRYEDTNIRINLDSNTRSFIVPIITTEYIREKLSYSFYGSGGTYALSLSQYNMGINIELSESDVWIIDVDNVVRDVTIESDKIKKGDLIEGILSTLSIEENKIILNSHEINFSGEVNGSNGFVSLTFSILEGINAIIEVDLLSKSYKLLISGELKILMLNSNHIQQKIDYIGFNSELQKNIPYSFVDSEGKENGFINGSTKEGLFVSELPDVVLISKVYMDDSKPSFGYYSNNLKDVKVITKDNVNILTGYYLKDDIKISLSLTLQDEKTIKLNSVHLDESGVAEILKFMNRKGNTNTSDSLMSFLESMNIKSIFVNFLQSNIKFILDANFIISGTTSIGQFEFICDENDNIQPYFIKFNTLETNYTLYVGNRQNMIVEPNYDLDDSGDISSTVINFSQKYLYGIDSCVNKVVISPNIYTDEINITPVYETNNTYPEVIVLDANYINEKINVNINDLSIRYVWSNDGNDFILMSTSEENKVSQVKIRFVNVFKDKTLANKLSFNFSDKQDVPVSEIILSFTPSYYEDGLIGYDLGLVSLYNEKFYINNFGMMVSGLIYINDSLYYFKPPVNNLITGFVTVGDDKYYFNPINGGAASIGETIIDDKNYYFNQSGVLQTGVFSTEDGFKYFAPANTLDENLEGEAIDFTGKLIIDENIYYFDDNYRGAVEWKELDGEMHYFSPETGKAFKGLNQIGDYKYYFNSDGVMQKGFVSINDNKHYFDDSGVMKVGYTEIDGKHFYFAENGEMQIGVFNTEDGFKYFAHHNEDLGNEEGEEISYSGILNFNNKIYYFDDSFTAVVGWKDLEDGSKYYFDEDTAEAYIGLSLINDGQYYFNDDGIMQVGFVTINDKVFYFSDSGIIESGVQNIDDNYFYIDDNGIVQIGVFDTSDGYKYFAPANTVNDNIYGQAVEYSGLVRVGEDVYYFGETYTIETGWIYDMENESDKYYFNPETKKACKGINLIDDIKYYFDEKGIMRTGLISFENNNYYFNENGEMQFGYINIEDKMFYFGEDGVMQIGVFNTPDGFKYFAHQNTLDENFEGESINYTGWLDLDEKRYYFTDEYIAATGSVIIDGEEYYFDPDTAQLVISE
PriA SSB inh – blocks PriA binding to SSB C-terminal tail | inhibition, % at 33 µM | AlphaScreen SSBct-PriA binding, biotinylated peptide | 0.6% of 430,000 active; in the data active = inhibition mostly above about 37%, no sharp cut-off; inactive = mostly below about 20%;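 note: plate controls were negative control peptide for no effect and reference peptide for full effect; strong numbers were not always called active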
DUSP3 inh – inhibitors of human VHR1 phosphatase (DUSP3). P51452. recombinant VHR phosphatase, pNPP absorbance. inhibition, % at 13.3 µM. 0.52% of 290,000 active. AID 1654; in the data active = inhibition above about 50%; note: some compounds called inactive have numbers as strong as hits
Yp Topo-I inh – Y. pestis Topo-I inhibition via cleavage products | activity, % at 10 µM | Y. pestis Topo-I cleavage product accumulation, plate reader | 0.064% of 360,000 active | AID 504884; in the data active = activity above about 50%, passing the limit was not always enough; note: inactives centre near 2
PrPC surface inh – reduces human prion protein on the cell surface. cell surface PrPC, TR-FRET read-out. P04156. 0.43% of 370,000 active. inhibition, % at 13.8 µM; in the data active = inhibition above about 24%; note: 0% = median of the test wells and 100% = reference compound wells
BH1578 lux ind – induces V. cholerae light production without autoinducers. AID 588436. 0.16% of 350,000 active. activation, % at 18.7 µM. V. cholerae BH1578 lux reporter, luminescence, 6 h; in the data active = activation mostly above about 9.7%, no sharp cut-off; note: not every result past the cut was called active; inactives centre near 0; reference of the scale not given here
CCHF vOTU inh – blocks the CCHF virus ovarian tumor domain protease; CCHFV vOTU protease, Pep-AMC fluorescence; inhibition, % at 11.5 µM; 0.55% of 370,000 active; in the data active = inhibition above about 30%; note: 0% = vehicle wells with enzyme and 100% = no enzyme wells
Starred values were filed as active, the others as inactive; i = inactive; . = not tested or not shown.

Each structure is followed by: Rv3671c inh, MazF activator, Yp Topo-I inh, CCHF vOTU inh, PriA SSB inh, BH1578 lux ind, TcdB inh, PrPC surface inh, SARS 3CLpro inh, DUSP3 inh
> CN1/C(=C\C(=O)CSc2ncn[nH]2)C(C)(C)c2ccccc21
 : -3, 4, -2, 2, 11, i, 0.2, 5, 0, 7
> CCCCCC(O)CCc1n[nH]c(=S)n1-c1ccccc1 (configuration not stated)
 : -15, -3, 0, -8, -21, -0.1, ., 0, -4, 17
> Cc1cccc(-c2cc3nc(C)cc(C)n3n2)c1
 : 8, 6, -5, 12, -11, i, 1.6, 1, -6, -1
> Cc1nc(=O)c(-c2ccccc2)c(C)n1-c1ccccc1O
 : 0, -1, 1, 8, -10, -0.6, ., 3, -6, 10
> Cc1ccc(-n2c(=O)[nH]cc(C(=O)N3CCc4ccccc43)c2=O)cc1
 : -1, 5, 5, -2, -3, i, ., 3, 2, 24
> N#C/C(=C\c1ccc(OC(=O)c2cccs2)cc1)c1nc2ccccc2[nH]1
 : -10, 9, -10, -8, 5, -0.3, ., 3, -3, 22
> CC(C)(C)C1CCc2c(sc(NC(=O)c3cccs3)c2C(=O)N2CCCCC2)C1 (configuration not stated)
 : -2, -12, 4, 19, -28, 3.8, ., -4, -2, 19
> N=C1S/C(=C\c2cccc3ccccc23)C(=O)N1c1ccc(F)cc1
 : -13, 1, 21, -1, -2, -0.3, ., -2, -1, 13
> CSc1ccc(NC(=O)Nc2ccccc2C(N)=O)cc1
 : 0, -3, 1, -12, -6, -0.5, 0.6, 8, 2, 40
> COc1ccc(C(=O)Nc2cc(Cl)ccc2N2CCOCC2)cc1S(=O)(=O)N1CCOCC1
 : ., -5, -7, -4, 0, i, -0.2, -9, ., .
> CCCCCC(=O)Nc1cccc(C2=NOC3(C2)C[C@@H](C(N)=O)N(C(=O)C2(C)CC2)C3)c1 (some centres not stated)
 : 5, 2, -9, -6, -2, -0.3, -0.9, -2, ., 11
> c1ccc(CSc2nnc(-c3cccnc3)o2)cc1
 : 1, -1, 3, -9, -7, -0.3, ., 1, -5, 4
> COC(=O)c1cccc(NC(=S)NCc2ccc(Cl)cc2)c1
 : -9, -1, 8, -1, -16, 2.6, ., -1, 5, -1
> COC(=O)[C@@]12CCCN1[C@H](c1ccc(-c3cccc(Cl)c3)cc1)[C@H]1C(=O)N(C)C(=O)[C@H]12
 : -6, -2, 41, 2, 2, -9.5, 0.9, -5, ., .
> CCN1C[C@]2(COC)CC[C@H](O)[C@]34C1[C@](O)([C@@H](OC)[C@H]23)[C@@]1(O)C[C@H](OC)[C@H]2C[C@@H]4[C@@H]1[C@H]2OC
 : -4, 11, -2, -2, -10, -0.1, 0.6, -3, ., .
> COc1ccccc1C=NC(CO)C(O)c1ccc([N+](=O)[O-])cc1 (configuration not stated)
 : -1, 4, 4, 1, 6, -3.6, ., -2, -2, 28
> COc1ccc(N(CCC(=O)O)S(=O)(=O)c2ccc(C)c(C)c2)cc1
 : 7, 12, 4, -4, 1, i, -0.9, 3, 2, 9
> CCCS(=O)(=O)N1CCN(S(=O)(=O)c2ccc(F)cc2)CC1
 : 0, 4, -2, 1, -13, -0.2, ., 1, -3, -4
> COc1cc(SC)ccc1C(=O)N1CCN(Cc2ccc3c(c2)OCO3)CC1
 : 5, 1, 22, -1, -14, i, 0.2, -4, -4, 9
> CCCCCCc1nc2ccccc2c(=O)n1N
 : -10, -6, 7, 4, -7, i, ., 10, -1, 15

An excerpt of the results above, for reference:
Each structure is followed by: Rv3671c inh, MazF activator, Yp Topo-I inh, CCHF vOTU inh, PriA SSB inh, BH1578 lux ind, TcdB inh, PrPC surface inh, SARS 3CLpro inh, DUSP3 inh
> CCN1C[C@]2(COC)CC[C@H](O)[C@]34C1[C@](O)([C@@H](OC)[C@H]23)[C@@]1(O)C[C@H](OC)[C@H]2C[C@@H]4[C@@H]1[C@H]2OC
 : -4, 11, -2, -2, -10, -0.1, 0.6, -3, ., .
> COc1ccccc1C=NC(CO)C(O)c1ccc([N+](=O)[O-])cc1 (configuration not stated)
 : -1, 4, 4, 1, 6, -3.6, ., -2, -2, 28
> COc1ccc(N(CCC(=O)O)S(=O)(=O)c2ccc(C)c(C)c2)cc1
 : 7, 12, 4, -4, 1, i, -0.9, 3, 2, 9
> CCCS(=O)(=O)N1CCN(S(=O)(=O)c2ccc(F)cc2)CC1
 : 0, 4, -2, 1, -13, -0.2, ., 1, -3, -4
> COc1cc(SC)ccc1C(=O)N1CCN(Cc2ccc3c(c2)OCO3)CC1
 : 5, 1, 22, -1, -14, i, 0.2, -4, -4, 9
> CCCCCCc1nc2ccccc2c(=O)n1N
 : -10, -6, 7, 4, -7, i, ., 10, -1, 15

Continuation.
Each structure is followed by: Rv3671c inh, MazF activator, Yp Topo-I inh, CCHF vOTU inh, PriA SSB inh, BH1578 lux ind, TcdB inh, PrPC surface inh, SARS 3CLpro inh, DUSP3 inh
> CC(C)Cn1c(SCC(=O)Nc2ccc(Cl)cc2F)nc(O)cc1=O
 : -4, -1, 0, 1, 5, -3.3, 1.0, -3, ., .
> C=C(C)c1cccc(C(C)(C)NC(=O)Nc2ccc3[nH]c(=O)[nH]c3c2)c1
 : 1, 1, -3, 2, -4, ., -0.6, 2, 6, 3
> Cc1ccc(-c2nnc(-c3ccccc3)c(-c3ccccc3)n2)cc1
 : -7, -11, 23, -2, 1, -0.9, -0.4, -3, 3, 1
> COc1ccc2sc(-c3ccc(S(C)(=O)=O)cc3)c(-c3ccc(SC)cc3)c2c1
 : -4, -3, 19, 3, -2, i, 0.6, -8, ., .
> CC(=O)c1cccc(NC(=O)c2c(-c3c(F)cccc3Cl)noc2C)c1
 : -4, 1, -6, 7, 1, -2.6, 2.3, 8, ., .
> CCc1ccc(NC(=O)COC(=O)CN2C(=O)COc3ccccc32)cc1
 : 0, -2, 3, 10, -15, i, ., 6, 2, 6
> CC(C)N(C(=O)[C@H]1C[C@H](CC(=O)NCC23CC4CC(CC(C4)C2)C3)C(=O)N2CCc3c([nH]c4cc(-c5ccco5)ccc34)[C@]12C)C(C)C
 : ., 1, 18, 10, 5, -1.9, -0.1, 0, ., .
> O=C(CSc1nnc(CNC(=O)c2ccc(F)cc2)o1)NCc1ccc(F)cc1
 : -6, 5, 0, 0, -15, -0.6, 0.6, 2, -1, -9
> C=CS(=O)c1sc(Cl)c(N2CCOCC2)c1[N+](=O)[O-] (configuration not stated)
 : ., 6, ., -9, 2, ., -2.7, 3, 0, 21
> Cc1ccc(-n2c(SCC(=O)c3c(N)n(C)c(=O)n(C)c3=O)nc3sc4c(c3c2=O)CCCC4)c(C)c1
 : -59, -31, -8, 3, 2, -0.3, ., -4, 2, 2
> NP(=O)(Oc1ccccc1)c1ccccc1 (configuration not stated)
 : ., 11, 7, -16, -12, i, -0.2, -1, ., .
> CCC1(C)N=C(N)Nc2nc3cc(C)c(C)cc3n21 (configuration not stated)
 : 3, 13, 5, -16, -7, -0.7, 1.4, -7, 4, -6
> CCOC(=O)CSc1ccc(C(=O)Nc2ccc(Cl)cc2)cn1
 : -10, -13, 0, 27, -16, 1.4, -0.3, 9, -3, 30
> COc1ccc(-n2nnc3c(SCC(=O)NCC4CCCO4)ncnc32)cc1 (configuration not stated)
 : -4, 2, 12, 1, 2, 1.1, ., 2, 2, 13
> Nc1nnc(SCC(=O)NCC(=O)Nc2ccc(F)c(F)c2F)s1
 : -3, 7, 6, 14, -5, 0.8, 0.6, 4, ., .
> Cc1ccc(C(=O)Nc2ccc(Oc3cccc(C(F)(F)F)c3)nc2)cc1
 : 7, -11, -10, -7, -6, -0.3, 1.4, -1, 4, 3
> COc1cccc(C(=O)NNC(=O)Cc2ccc([N+](=O)[O-])cc2)c1
 : -5, 3, -5, -8, -9, -0.3, 0.3, -9, -4, 18
> Cc1nnc(Nc2ccc(O)cc2)[nH]c1=O
 : 8, 1, -4, 8, -8, -0.8, 5.9, -9, -1, 27
> COC(=O)C1=C(c2cccc(C#N)c2)C[C@@H]2CC[C@H]1N2C(=O)N1CCOCC1
 : -8, -8, -10, 6, -2, i, 0.1, 4, ., .
> Cn1c(SCC(=O)N2c3ccccc3CCc3ccccc32)nnc1-c1ccc(O)cc1
 : 10, 0, 3, 1, -2, -0.1, 2.0, 5, 4, -6
> COc1cc(-c2c(C(C)=O)c(C)nc3c2C(=O)c2ccccc2-3)cc(OC)c1OC
 : ., 6, 9, -12, -12, -0.4, -0.2, -3, -3, 33
> O=C(CCC(=O)NNC(=O)Cc1ccccc1)NCc1ccccc1
 : 2, 2, 4, 10, 8, -0.2, 0.1, -4, 6, 11
> CC1=Nn2c(nnc2-c2ccccc2F)SC1
 : 0, -1, 2, -3, 2, ., ., -4, -4, 7
> CN(C)c1ccc(C(=O)N(Cc2ccccc2)Cc2ccccc2)cc1
 : 4, -1, 7, -9, 32, i, -0.1, -4, 1, 12
> COC(=O)c1ccc(N2Cc3ccccc3/C2=N\C(=O)Nc2ccccc2)cc1
 : -1, 4, 22, 4, ., -0.7, ., -5, 2, 1
> CCc1ccc(C(C(=O)NC2CCCC2)N(C(=O)c2csnn2)C2CC2)cc1 (configuration not stated)
 : -3, 7, 1, 2, 0, -1.5, 0.9, -3, -4, 18
> O=C(NC1CCCCC1)c1ccccc1-c1ccccc1
 : -3, 2, 3, 21, -1, i, 8.0, -2, 6, 30
> C/C(=N\NC(=O)c1c([N+](=O)[O-])c(C)nn1C)c1ccc(NC(=O)c2ccc(C)o2)cc1
 : -1, -6, -12, 12, ., i, 1.0, -4, 1, 10
> COc1cccc(C2c3[nH]c4ccccc4c3CCN2CCCn2cccn2)c1 (configuration not stated)
 : -8, -3, 11, -4, -1, -0.6, 0.0, 0, -4, 39
> O=C(CCNS(=O)(=O)c1ccccc1)NNC(=O)COc1ccccc1F
 : 3, 4, 9, -5, -1, i, 0.0, 4, ., .
> Cc1ccc(F)cc1NC(=O)c1c(-c2ccccc2)noc1C
 : -1, 2, 3, 4, -30, -0.5, 0.8, -3, -2, 4
> COc1ccccc1NC(=O)Cc1nnc(SCC(=O)NC2CCCC2)n1C
 : -6, 8, -7, -2, -4, -0.2, 0.5, -4, -1, -14
> COC(=O)[C@@]12CCCN1[C@H](c1ccc(-c3ccc4c(c3)OCO4)cc1)[C@H]1C(=O)N(C)C(=O)[C@H]12
 : 3, 3, 11, -6, -2, 0.4, 1.0, -3, ., .
> Cc1ccc(-n2c(=O)cc(N3CCCCCC3)[nH]c2=O)cc1
 : 0, 10, -9, 7, -6, -1.3, 0.4, 6, -1, 5
> Cc1cccc(NC(=O)CSc2nc3ccccc3c(=O)n2C)c1C
 : ., 0, 20, 8, ., i, 0.6, 7, ., .
> COc1ccc(OC2CCN(S(=O)(=O)c3ccc(C(C)=O)cc3)CC2)cc1
 : -4, -4, 42, -8, -2, 0.6, 0.7, 5, 2, -16

3 entries picked at random from those above, as already listed:
Each structure is followed by: Rv3671c inh, MazF activator, Yp Topo-I inh, CCHF vOTU inh, PriA SSB inh, BH1578 lux ind, TcdB inh, PrPC surface inh, SARS 3CLpro inh, DUSP3 inh
> O=C(CCNS(=O)(=O)c1ccccc1)NNC(=O)COc1ccccc1F
 : 3, 4, 9, -5, -1, i, 0.0, 4, ., .
> Cc1ccc(F)cc1NC(=O)c1c(-c2ccccc2)noc1C
 : -1, 2, 3, 4, -30, -0.5, 0.8, -3, -2, 4
> C/C(=N\NC(=O)c1c([N+](=O)[O-])c(C)nn1C)c1ccc(NC(=O)c2ccc(C)o2)cc1
 : -1, -6, -12, 12, ., i, 1.0, -4, 1, 10

Not all compounds are listed; count on the stated rates, not on these rows.
